Screening data from PubChem.
ABCB6 inh MLPCN: human ABCB6 transporter inhibition. AID 602162. fluorescence ratio to DMSO, % at 10 µM. K562-ABCB6 porphyrin accumulation, flow cytometry, 1 h; stronger effect = lower value. 360,000 tested, 0.19% active. Q9NP58;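 active = fluorescence ratio to DMSO below 75%, the collection mean minus 3 SD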;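 note: signal is porphyrin accumulated inside mitochondria; 100% equals median channel fluorescence of DMSO control wells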
H9c2 protect: protects H9c2 cardiomyocytes from peroxide injury; 360,000 tested, 0.63% active; protection from H2O2 cell death, % at 20 µM; AID 588492; H2O2 injury protection, ATPLite, 2 h;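 active = compounds giving at least 50% protection of heart cells from peroxide-induced death in the single-dose screen, raw or plate-pattern-corrected value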;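 note: 0% = DMSO wells with peroxide and 100% = DMSO wells without peroxide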
MC4R antag cAMP: antagonists of human melanocortin 4 receptor (MC4R); 360,000 tested, 0.48% active; inhibition, % at 6.5 µM; MC4R-expressing cells, MTII-stimulated cAMP, LANCE TR-FRET; P32245;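 active = inhibition above its plate's cutoff, the mean of tested wells on that plate plus 3 SD, cut at about 29% in these data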;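 note: 0% = Melanotan II alone and 100% = Melanotan II plus saturating MCL0020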
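System: U2OS cells stably expressing human melanocortin 4 receptor (MC4R). Reagent: Melanotan II challenge after compound preincubation. Doses: 6.5 µM. Times: 30-min compound, 1-h challenge, 1-h detection, room temperature. Measured by: TR-FRET with Eu-cAMP and labeled anti-cAMP, 671 nm. Replicates: singlicate.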
NOD2 RIPK2 PPI: blocks binding of human NOD2 to RIPK2; CHO BLA complementation NOD2-RIPK2, CCF4 ratio; 360,000 tested, 0.38% active; inhibition, % at 4.98 µM; O43353; in the data active = inhibition above about 21%;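 note: 0% = vehicle only and 100% = reference blocker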
m5-HT2A agonist: activates the mouse 5-HT2A serotonin receptor; 360,000 tested, 0.66% active; activation, % at 7.6 µM; CHO-K1 mHTR2A beta-arrestin complementation, luminescence; percent of 30 µM serotonin response;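 active = activation above a run cutoff, the mean activation of all tested compounds plus 3 SD, cut at about 14% in these data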;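 note: 0% = plate median of compound wells and 100% = 30 µM serotonin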
ABHD5-PLIN5 inh: blocks binding of human ABHD5 to perilipin-5. 360,000 tested, 0.78% active. Q00G26+Q8WTS1. AID 602281. Split G. princeps luciferase complementation, luminescence, 4 h. inhibition, % at 4 µM;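 active = inhibition above the mean inhibition across every tested compound plus 3 SD, cut at about 22% in these data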;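 note: 0% = DMSO only wells and the 100% control is not disclosed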
Target sequence (Q00G26 whole entry, looked up): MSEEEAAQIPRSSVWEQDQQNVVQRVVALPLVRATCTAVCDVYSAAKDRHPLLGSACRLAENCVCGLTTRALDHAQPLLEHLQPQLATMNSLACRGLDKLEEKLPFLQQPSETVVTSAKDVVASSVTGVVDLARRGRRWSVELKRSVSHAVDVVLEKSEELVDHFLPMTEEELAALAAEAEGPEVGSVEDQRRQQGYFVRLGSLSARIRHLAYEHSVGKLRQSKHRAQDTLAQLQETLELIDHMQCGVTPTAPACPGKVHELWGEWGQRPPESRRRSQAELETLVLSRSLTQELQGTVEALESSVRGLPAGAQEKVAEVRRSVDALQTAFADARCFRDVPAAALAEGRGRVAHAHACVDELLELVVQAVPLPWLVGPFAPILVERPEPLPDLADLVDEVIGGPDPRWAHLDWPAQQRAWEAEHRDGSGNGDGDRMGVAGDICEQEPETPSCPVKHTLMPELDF
Target sequence (Q8WTS1 whole entry, looked up): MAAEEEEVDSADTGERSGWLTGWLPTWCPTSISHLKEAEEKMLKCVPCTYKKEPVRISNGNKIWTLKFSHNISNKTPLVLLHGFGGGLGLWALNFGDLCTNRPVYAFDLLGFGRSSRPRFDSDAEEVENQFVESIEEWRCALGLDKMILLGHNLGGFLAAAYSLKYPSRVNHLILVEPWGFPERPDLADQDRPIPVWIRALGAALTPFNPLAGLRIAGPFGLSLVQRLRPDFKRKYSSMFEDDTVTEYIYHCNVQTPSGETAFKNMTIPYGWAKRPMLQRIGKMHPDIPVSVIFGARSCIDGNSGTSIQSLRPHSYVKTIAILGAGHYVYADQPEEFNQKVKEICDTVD
MC4R barr agon: agonists of human melanocortin 4 receptor (MC4R) beta-arrestin. P32245. U2OS MC4R beta-arrestin complementation, luminescence; percent of melanotan II response, DMSO zero. activation, % at 8.9 µM. 360,000 tested, 0.98% active. AID 540308;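 active = activation above a per-plate cutoff, the mean activation of sample wells on that plate plus 3 SD, cut at about 8% in these data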
Glyco luc inh: N-linked glycosylation inhibition. D54 ERlucT glycosylation luciferase reporter, 24 h; percent of 100 nM tunicamycin response. reporter increase, % at 12.5 µM. 360,000 tested, 0.23% active. AID 588692;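 active = mean luciferase reporter signal, scaled so untreated is 0 and the glycosylation-blocking control 100, at or above a set limit in every replicate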;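 note: luciferase carries N-glycosylation sites so blocking glycosylation raises the light; 0% = median of neutral control wells and 100% = median of 100 nM tunicamycin wells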
SRC2 inh: inhibits human steroid receptor coactivator 2; Q15596; HEK293 GAL4-SRC2 luciferase reporter, luminescence; inhibition, % at 9 µM; 370,000 tested, 0.17% active;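 active = inhibition above the mean inhibition of all tested compounds plus 3 SD, set per campaign, cut at about 52% in these data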;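 note: 0% = DMSO treated cells and 100% = cells given Gossypol at 36 µM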
TLR9-MyD88 inh: TLR9-MyD88 interaction inhibition; Q9NR96+Q99836; inhibition, % at 4.98 µM; 340,000 tested, 0.21% active; AID 504734; CHO BLA complementation TLR9-MyD88, CCF4 FRET ratio;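 active = inhibition above the mean over all tested compounds plus 3 SD, cut at about 21% in these data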;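 note: 0% = DMSO only wells and 100% = clavulanate BLA inhibitor control wells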
Starred values were filed as active, the others as inactive.

For COc1ccc(-c2cn[nH]c2C)cc1OC the results were ABCB6 inh MLPCN 102, H9c2 protect -4, MC4R antag cAMP 7, NOD2 RIPK2 PPI 0, m5-HT2A agonist 2, ABHD5-PLIN5 inh 5, MC4R barr agon -0.7, Glyco luc inh -1, SRC2 inh 17 and TLR9-MyD88 inh -5.
For CC(=O)CSc1nc2c(c(=O)[nH]c(=O)n2C)n1CCCc1ccccc1 the results were ABCB6 inh MLPCN 100, H9c2 protect -7, MC4R antag cAMP -2, NOD2 RIPK2 PPI -11, m5-HT2A agonist 1, ABHD5-PLIN5 inh -4, MC4R barr agon 0.9, Glyco luc inh 4, SRC2 inh -21 and TLR9-MyD88 inh -1.
For C/C(CCC(=O)O)=N/Nc1ccc([N+](=O)[O-])cc1[N+](=O)[O-] the results were ABCB6 inh MLPCN 93, H9c2 protect -3, MC4R antag cAMP 4, NOD2 RIPK2 PPI 0, m5-HT2A agonist 4, ABHD5-PLIN5 inh -3, MC4R barr agon -1.0, Glyco luc inh 3, SRC2 inh -3 and TLR9-MyD88 inh -5.
`Cc1ccc(S(=O)(=O)N2CCN(c3ccc([N+](=O)[O-])c4cccnc34)CC2)cc1` gave ABCB6 inh MLPCN 101, H9c2 protect -2, MC4R antag cAMP 11, NOD2 RIPK2 PPI -9, m5-HT2A agonist -3, ABHD5-PLIN5 inh -8, MC4R barr agon -1.9, Glyco luc inh 0, SRC2 inh -2 and TLR9-MyD88 inh 0.
Screening CCC(C)N(C(=O)CSc1nnc(-c2ccco2)n1C)C1CCS(=O)(=O)C1 (centres undefined) returned ABCB6 inh MLPCN 100, H9c2 protect 7, MC4R antag cAMP 3, NOD2 RIPK2 PPI -8, m5-HT2A agonist -3, ABHD5-PLIN5 inh 11, MC4R barr agon -2.2, Glyco luc inh 1, SRC2 inh 28 and TLR9-MyD88 inh -2.
COc1ccc(CN2C(=O)c3cccnc3C2=O)cc1S(=O)(=O)N1CCOc2ccccc21 was read as ABCB6 inh MLPCN 99, H9c2 protect 3, MC4R antag cAMP 5, NOD2 RIPK2 PPI -7, m5-HT2A agonist -1, ABHD5-PLIN5 inh 2, MC4R barr agon -1.0, Glyco luc inh 2, SRC2 inh 5 and TLR9-MyD88 inh -4.
For COC(=O)[C@H](C)N(Cc1ccc(Cl)c(Cl)c1)S(=O)(=O)CCN1CCCC1 the results were ABCB6 inh MLPCN 97, H9c2 protect 10, MC4R antag cAMP -3, NOD2 RIPK2 PPI 6, m5-HT2A agonist -4, ABHD5-PLIN5 inh 10, MC4R barr agon -1.5, Glyco luc inh -3, SRC2 inh 15 and TLR9-MyD88 inh -4.
For CC1=Nc2ccc(C)cc2/C1=C/c1c(N)n2c(S(=O)(=O)C(C)C)nsc2nc1=O the results were ABCB6 inh MLPCN 98, H9c2 protect 12, MC4R antag cAMP 33*, NOD2 RIPK2 PPI 3, m5-HT2A agonist -4, ABHD5-PLIN5 inh 2, MC4R barr agon -0.4, Glyco luc inh 2, SRC2 inh 0 and TLR9-MyD88 inh -9.
CC(=O)Nc1ccc(NC(=O)C(C)OC(=O)c2ccccc2NS(=O)(=O)c2cccs2)cc1 (centres undefined) was read as ABCB6 inh MLPCN 98, H9c2 protect 8, MC4R antag cAMP 20, NOD2 RIPK2 PPI -4, m5-HT2A agonist -3, ABHD5-PLIN5 inh -7, MC4R barr agon 1.6, Glyco luc inh 2, SRC2 inh -31 and TLR9-MyD88 inh -5.
`Cc1cc(C(=O)N/N=C/c2cccc([N+](=O)[O-])c2)c(C)n1-c1ccccc1` gave ABCB6 inh MLPCN 95, H9c2 protect -8, MC4R antag cAMP 3, NOD2 RIPK2 PPI 6, m5-HT2A agonist -6, ABHD5-PLIN5 inh -5, MC4R barr agon -2.5, Glyco luc inh -11, SRC2 inh -54 and TLR9-MyD88 inh 4.
Screening COc1ccc(C2SCCN2C(=S)Nc2ccc(Cl)cc2)cc1 (centres undefined) returned ABCB6 inh MLPCN 101, H9c2 protect -6, MC4R antag cAMP 0, NOD2 RIPK2 PPI -11, m5-HT2A agonist 1, ABHD5-PLIN5 inh -16, MC4R barr agon -1.4, Glyco luc inh -4, SRC2 inh 4 and TLR9-MyD88 inh -1.
For NC1=NC(c2ccccc2Cl)n2c(nc3ccccc32)N1 (centres undefined) the results were ABCB6 inh MLPCN 99, H9c2 protect 0, MC4R antag cAMP 10, NOD2 RIPK2 PPI -11, m5-HT2A agonist -2, ABHD5-PLIN5 inh 4, MC4R barr agon -1.3, Glyco luc inh 4, SRC2 inh -35 and TLR9-MyD88 inh -7.
Nc1cccc(P(=O)(c2ccccc2)c2ccccc2)c1 was read as ABCB6 inh MLPCN 97, H9c2 protect -3, MC4R antag cAMP 14, NOD2 RIPK2 PPI -9, m5-HT2A agonist -4, ABHD5-PLIN5 inh 3, MC4R barr agon -1.2, Glyco luc inh -2, SRC2 inh 12 and TLR9-MyD88 inh 12.
For Cc1nn(CCc2n[nH]c(=S)n2C2CCCCC2)c(C)c1Br the results were ABCB6 inh MLPCN 98, H9c2 protect 4, MC4R antag cAMP 14, NOD2 RIPK2 PPI -3, m5-HT2A agonist 2, ABHD5-PLIN5 inh -1, MC4R barr agon -1.4, Glyco luc inh 1, SRC2 inh -2 and TLR9-MyD88 inh -7.
O=C(COc1ccc(Cl)cc1)NC1CCSC1=O (centres undefined) was read as ABCB6 inh MLPCN 112, H9c2 protect -19, MC4R antag cAMP -5, NOD2 RIPK2 PPI -9, m5-HT2A agonist 1, ABHD5-PLIN5 inh 4, MC4R barr agon -2.3, Glyco luc inh -1, SRC2 inh -39 and TLR9-MyD88 inh 1.
For NS(=O)(=O)c1ccc(CCNC(=O)COC(=O)/C=C/c2ccc(Cl)cc2)cc1 the results were ABCB6 inh MLPCN 95, H9c2 protect -16, MC4R antag cAMP 10, NOD2 RIPK2 PPI -6, m5-HT2A agonist -1, ABHD5-PLIN5 inh -7, MC4R barr agon -3.3, Glyco luc inh -2, SRC2 inh 1 and TLR9-MyD88 inh 0.
Screening O=C(CSc1nc2c(cnn2-c2cccc(Cl)c2)c(=O)[nH]1)NCCC1=CCCCC1 returned ABCB6 inh MLPCN 94, H9c2 protect 3, MC4R antag cAMP 10, NOD2 RIPK2 PPI 1, m5-HT2A agonist -4, ABHD5-PLIN5 inh 4, MC4R barr agon 1.8, Glyco luc inh 1, SRC2 inh -1 and TLR9-MyD88 inh -12.
Cc1ccc(CSc2ccc(S(=O)(=O)N3CCCC3)cn2)cc1 was read as ABCB6 inh MLPCN 98, H9c2 protect -10, MC4R antag cAMP 0, NOD2 RIPK2 PPI -13, m5-HT2A agonist -8, ABHD5-PLIN5 inh 0, MC4R barr agon -4.0, Glyco luc inh -3, SRC2 inh 14 and TLR9-MyD88 inh 0.
`O=S(=O)(Nc1ccccn1)c1ccc(-n2cccn2)cc1` gave ABCB6 inh MLPCN 97, H9c2 protect -3, MC4R antag cAMP 15, NOD2 RIPK2 PPI 0, m5-HT2A agonist 4, ABHD5-PLIN5 inh -1, MC4R barr agon 0.0, Glyco luc inh 1, SRC2 inh 15 and TLR9-MyD88 inh -2.
For Cn1ccnc1SCC(=O)Nc1ccc2c(c1)OCO2 the results were ABCB6 inh MLPCN 97, H9c2 protect 7, MC4R antag cAMP 3, NOD2 RIPK2 PPI -1, m5-HT2A agonist 3, ABHD5-PLIN5 inh -1, MC4R barr agon -2.7, Glyco luc inh 1, SRC2 inh -33 and TLR9-MyD88 inh -10.
Screening COc1ccc(N(CC(=O)N/N=C/c2ccccc2OC)S(=O)(=O)c2ccccc2)cc1 returned ABCB6 inh MLPCN 96, H9c2 protect -6, MC4R antag cAMP 1, NOD2 RIPK2 PPI -2, m5-HT2A agonist 3, ABHD5-PLIN5 inh 0, MC4R barr agon -1.2, Glyco luc inh -1, SRC2 inh 3 and TLR9-MyD88 inh -3.
Screening Cc1ccc(NC(=O)CSc2nnc(-c3ccccc3C)o2)cc1C returned ABCB6 inh MLPCN 99, H9c2 protect -14, MC4R antag cAMP 4, NOD2 RIPK2 PPI 1, m5-HT2A agonist 3, ABHD5-PLIN5 inh -3, MC4R barr agon 4.4, Glyco luc inh 2, SRC2 inh 4 and TLR9-MyD88 inh 7.
For CCOc1cc(N2CCOCC2)c(OCC)cc1NC(C)C(=O)N1CCN(CC)CC1 (centres undefined) the results were ABCB6 inh MLPCN 98, H9c2 protect -12, MC4R antag cAMP -10, NOD2 RIPK2 PPI 2, m5-HT2A agonist 7, ABHD5-PLIN5 inh 12, MC4R barr agon -1.1, Glyco luc inh 8, SRC2 inh 3 and TLR9-MyD88 inh 7.
`Cc1ccc(NC(=O)COC(=O)c2ccnn2C)cc1` gave ABCB6 inh MLPCN 101, H9c2 protect 1, MC4R antag cAMP 6, NOD2 RIPK2 PPI -8, m5-HT2A agonist -1, ABHD5-PLIN5 inh 5, MC4R barr agon -0.8, Glyco luc inh -1, SRC2 inh -7 and TLR9-MyD88 inh 6.
Screening CCCC1NC(=S)N(C2CCCCC2)C1=O (centres undefined) returned ABCB6 inh MLPCN 86, H9c2 protect -4, MC4R antag cAMP 14, NOD2 RIPK2 PPI 6, m5-HT2A agonist 3, ABHD5-PLIN5 inh 2, MC4R barr agon -1.1, Glyco luc inh -1, SRC2 inh 13 and TLR9-MyD88 inh -3.
Screening Cc1ccc(OCC(=O)N/N=C\c2cccs2)c([N+](=O)[O-])c1 returned ABCB6 inh MLPCN 96, H9c2 protect 0, MC4R antag cAMP 7, NOD2 RIPK2 PPI -17, m5-HT2A agonist 1, ABHD5-PLIN5 inh -2, MC4R barr agon -1.6, Glyco luc inh -2, SRC2 inh -14 and TLR9-MyD88 inh 10.
For COC(=O)c1ccc(CN2[C@H](C(=O)OC)C[C@@]3(O)[C@@H](O)[C@@H](O)[C@@H](O)C[C@@H]23)cc1 the results were ABCB6 inh MLPCN 95, H9c2 protect 11, MC4R antag cAMP -1, NOD2 RIPK2 PPI -9, m5-HT2A agonist -2, ABHD5-PLIN5 inh -8, MC4R barr agon -0.3, Glyco luc inh 6, SRC2 inh -18 and TLR9-MyD88 inh 3.
`CC(=O)Oc1cc(O)c2c(=O)c(OC(C)=O)c(-c3ccc(OC(C)=O)c(OC(C)=O)c3)oc2c1` gave ABCB6 inh MLPCN 102, H9c2 protect 45, MC4R antag cAMP -27, NOD2 RIPK2 PPI 3, m5-HT2A agonist -2, ABHD5-PLIN5 inh 5, MC4R barr agon 0.0, Glyco luc inh -6 and TLR9-MyD88 inh 2.
O=C(c1ccc(F)cc1)C1CCN(C(=O)Nc2ccccc2Cl)CC1 was read as ABCB6 inh MLPCN 101, H9c2 protect 1, MC4R antag cAMP 15, NOD2 RIPK2 PPI 8, m5-HT2A agonist -9, ABHD5-PLIN5 inh 0, MC4R barr agon 1.5, Glyco luc inh 3, SRC2 inh 13 and TLR9-MyD88 inh -7.
For COc1ccccc1Nc1nn2c(=O)c3ccc(C(=O)N4CCC(C)CC4)cc3nc2s1 the results were ABCB6 inh MLPCN 93, H9c2 protect 24, MC4R antag cAMP 3, NOD2 RIPK2 PPI -4, m5-HT2A agonist 6, ABHD5-PLIN5 inh -6, MC4R barr agon -1.8, Glyco luc inh 3, SRC2 inh 7 and TLR9-MyD88 inh 2.

This is a subset, so the mix of outcomes need not match the whole.
